Compound activity deposited in PubChem BioAssay by NCI.
All columns: NCI-60 one-dose screen, growth in % after 48 h at 10 µM unless noted; 100 = growth as untreated, 0 = no growth, -100 = all killed.
CCRF-CEM – CCRF-CEM leukemia; actives 7% (n = 77,000); AID 1794778
MDA-MB-468 – MDA-MB-468 breast cancer | actives 8.5% (n = 78,000) | AID 2202374
RPMI-8226 – RPMI-8226 leukemia cells | actives 7.5% (n = 77,000) | AID 1794781
MOLT-4 – MOLT-4 leukemia cells. AID 1794779. actives 6.9% (n = 80,000)
K-562 – K-562 leukemia | actives 7.4% (n = 78,000) | AID 1794777
MDA-MB-435 – MDA-MB-435 melanoma | actives 7.8% (n = 82,000) | AID 1794794
MDA-MB-231 – MDA-MB-231 breast cancer | actives 5% (n = 81,000)
SR – SR leukemia cells. actives 8.7% (n = 73,000). AID 1794780
Active calls of the source: *; · = not tested or not shown; & = joins results of further samples; ! = not active in a repeat. The calls were made as follows: active = growth percent below 10; inactive = the rest.

canonical_smiles	CCRF-CEM	MDA-MB-468	RPMI-8226	MOLT-4	K-562	MDA-MB-435	MDA-MB-231	SR
CCCCOCCOCCOC(=O)c1cccc(C)c1	99	108	102	106	109	104	100	104
Nc1ccc(C(=O)Nc2ccccc2)cc1	107	95	114	101	109	103	101	103
C/C(=N\NC(=O)Nc1ccc(C(F)(F)F)c(Cl)c1)c1nnn(-c2ccc(Cl)cc2)c1C	86	110	100	88	89	101	97	90
O=C1c2ccccc2C(=O)c2c(N=Nc3c(O)[nH]c4ccc(Cl)cc34)cccc21	106	105	95	115	114	110	89	113
O=C1c2ccccc2C(=O)N1[C@@H]1C(=O)N2CCS[C@]12C(=O)OCc1ccccc1	95	89	97	110	106	98	112	99
O=S(=O)(O)c1ccc(N=Nc2ccnc3ccccc23)cc1	·	106	95	83	58	99	115	46
CCSc1nc(N)c2c(c1C#N)C(O)(c1ccccc1)NC2=O (configuration not stated)	97	110	93	92	94	107	120	94
CCCCc1ccc(NC(=O)C(F)(F)F)cc1	·	109	91	75	86	102	100	86
CCOC(=O)c1sc(NC(=O)Nc2ccccc2)nc1C	114	82	77	76	61	108	86	86
CC(C)(C)NCC(O)c1ccc(O)c(CO)c1 (configuration not stated)	101	99	102	106	98	105	93	101
O=C(OCc1ccccc1)c1ccccc1Cl	106	105	108	106	102	105	114	96
CC(=O)CC(=O)NC(C)(C)CC(C)(C)C	79	100	88	95	106	92	100	89
Cc1ccc(C2CC(c3ccc(Nc4ccnc5cc(Cl)ccc45)cc3)=NN2C=O)cc1 (configuration not stated)	28	33	20	32	16	16	66	·
N=C(N)c1ccc(CNC[C@@H]2CN(c3ccc(N4CCC(C(=O)O)CC4)cc3)C(=O)O2)cc1	99	99	100	101	97	104	100	97
Cc1c(C(=O)OCCO)cc(-c2ccc(Cl)cc2)n1-c1ccc(Cl)cc1	80	76	94	63	76	72	82	·
COc1ccc(OC)c(-n2cc(C#N)c(N)c2C(=O)c2ccc(Cl)cc2Cl)c1	11	20	39	30	14	-37*	64	14
COc1ccc(-c2nnc(Nc3ccc(F)cc3)o2)cc1	78	71	71	84	56	93	81	76
CCOC(=Nc1ccc([N+](=O)[O-])cc1)SC(c1ccccc1)(c1ccccc1)c1ccccc1	92	90	91	93	97	92	98	85
COC(=O)c1c(C(=O)OC)c2n(CC(=O)Nc3cccc4cccnc34)c3ccccc3n2c1C(=O)c1ccc(-c2ccccc2)cc1	105	93	107	101	96	104	90	118
NS(=O)(=O)c1ccc(-n2ncc3c(NCc4ccccc4)ncnc32)cc1	·	·	·	82	63	102	83	42
Clc1ccc(CSCc2ccc(Cl)cc2)cc1	95	100	104	97	105	106	116	86
COc1ccc(CN(C(C)=O)c2cc(C)c([N+](=O)[O-])cc2OC)cc1OC	106	100	94	103	130	93	98	137
O=C(CN1CCOCC1)n1c(-c2ccccc2)nc2ccccc21	103	99	121	102	97	99	101	·
O=C1CCCCC1Nc1ccc([N+](=O)[O-])cc1 (configuration not stated)	93	112	104	113	102	125	110	105
O=C(NCCNc1nccc(Nc2ccc(S(=O)(=O)Nc3ccccn3)cc2)n1)c1cccs1	109	98	104	98	95	114	103	99
CC(C)(C)C(=O)/C=c1/[nH]c(=O)/c(=C/c2ccccc2O)s1	58	17	60	·	·	-26*	58	·
O=S1(=O)OCCOS(=O)(=O)C1Cl	102	100	100	100	114	100	107	·
CC1=CC(=O)C2=C(C)CC[C@@H]3[C@H](OC(=O)[C@@H]3C)[C@@H]12	95	85	107	93	97	98	100	88
CCO/C=C1\SC(=S)N(Cc2ccccc2)C1=O	·	102	95	93	92	98	99	90
CCCn1cnc2c(SCc3ccccn3)nc(N)nc21	125	99	110	101	·	94	117	94
Cc1nc2ccccc2[nH]c1=O	86	124	92	87	94	107	113	105
CCCCCCCOc1ccc(S(=O)(=O)Nc2ccccc2N)cc1	84	98	75	91	78	106	92	91
COc1ccc(NC(=S)Nc2ccccn2)cc1	91	104	93	91	87	99	99	91
COc1ccc(C(=O)Nc2cccc(-c3cc(=O)c4ccccc4o3)c2)c(OC)c1	61	80	·	58	76	81	82	75
COc1ccc2cc(C(C)c3nnc(NC4CCCCC4)o3)ccc2c1 (configuration not stated)	·	81	78	83	89	110	·	81
S=C(S)Oc1cccc2cccnc12	103	·	106	84	91	104	111	88
Cn1cc(-c2csc(-c3c[nH]c4ccccc34)n2)c2cnccc21	-8.2*	-21*	-28*	-5.2*	-28*	-72*	-37*	-7.2*
COc1ccc([C@@H]2[C@@H](O)C(=O)N2c2cc(OC)c(OC)c(OC)c2)cc1F	18	-3.1*	21	16	8.2*	-12*	21	8.7*
COc1ccc(CCNC(=O)C(=O)C(Cc2ccccc2)NC(=O)c2cc(O)c(O)c(O)c2)cc1 (configuration not stated)	100	108	102	112	98	101	107	107
C=CCn1cc(/C=N\N=C2\C(=O)Nc3c(F)cccc32)c2ccccc21	83	47	99	81	80	98	96	42

Look-ups from the results shown:
For K-562, `Cc1nc2ccccc2[nH]c1=O` has the entry 94
For RPMI-8226, `O=C1CCCCC1Nc1ccc([N+](=O)[O-])cc1` (configuration not stated) has the entry 104

The main list resumes; the five compounds before the break are reprinted first.
canonical_smiles	CCRF-CEM	MDA-MB-468	RPMI-8226	MOLT-4	K-562	MDA-MB-435	MDA-MB-231	SR
S=C(S)Oc1cccc2cccnc12	103	·	106	84	91	104	111	88
Cn1cc(-c2csc(-c3c[nH]c4ccccc34)n2)c2cnccc21	-8.2*	-21*	-28*	-5.2*	-28*	-72*	-37*	-7.2*
COc1ccc([C@@H]2[C@@H](O)C(=O)N2c2cc(OC)c(OC)c(OC)c2)cc1F	18	-3.1*	21	16	8.2*	-12*	21	8.7*
COc1ccc(CCNC(=O)C(=O)C(Cc2ccccc2)NC(=O)c2cc(O)c(O)c(O)c2)cc1 (configuration not stated)	100	108	102	112	98	101	107	107
C=CCn1cc(/C=N\N=C2\C(=O)Nc3c(F)cccc32)c2ccccc21	83	47	99	81	80	98	96	42
COc1ccc(-n2nnc(C(=O)O)c2-c2cc(OC)c(OC)c(OC)c2)cc1	105	102	100	94	95	121	122	85
O=C(/C=C/c1c(-c2ccc(F)cc2)nc2sccn12)c1cccs1	·	89	26	49	21	95	93	·
COc1ccc(C(=O)N2N=C(c3ccc(F)cc3)CC2c2cn(-c3ccccc3)nc2-c2ccccc2)cc1 (configuration not stated)	57	61	62	42	40	62	60	·
COc1ccc(-c2nc3cc(C)ccc3n2CC(=O)N=Nc2c(O)[nH]c3ccc(Br)cc23)cc1	59	-47*	42	23	9.7*	2.2*	-28*	2.5*
Nc1c(C(=O)Nc2cccc(F)c2)sc2nc3c(cc12)C(=O)CCC3	18	33	43	66	20	-44*	41	16
CC(C)CCCC(C)C1CCC2C3CCC4CC(NC(=O)C[N+]5(C)CCOCC5)CCC4(C)C3CCC12C (configuration not stated)	96	·	93	105	113	102	105	106
CC(=O)Nc1c(I)c(C(=O)NC2C(O)OC(CO)C(O)C2O)c(I)c(N(C)C(C)=O)c1I (configuration not stated)	·	97	117	·	110	105	102	98
Cc1cccc(Nc2ncnc3oc(C)c(C(=O)NCCO)c23)c1	74	87	96	57	90	97	84	91
C=CCOc1ccnc(OCC=C)n1	99	98	101	103	99	94	103	97
O=C(CSc1nc2ccccc2c(=O)n1-c1ccccc1)Nc1ccc(C(=O)/C=C/c2ccc([N+](=O)[O-])cc2)cc1	88	108	87	92	92	101	88	77
CNC(=O)c1cc(Oc2ccc3nc(NC(=O)c4cccc(Cl)n4)sc3c2)ccn1	65	71	70	81	78	100	86	56
O=C1NNC(c2ccccc2)=N/C1=C\c1ccccc1Cl	·	97	97	98	95	104	97	·
OC1CCC(Oc2cccc3cnc(Nc4ccc5nc[nH]c5c4)nc23)CC1 (configuration not stated)	-15*!	-42*!	-17*!	·	9.4*!	58&12	2.9*!	-4.2*
O=C(O)C1C2CCC1C(O)C2 (configuration not stated)	94&101	110&98	91&104	94&94	93&107	106	113&103	88&96
CC(C)Cc1cccc2c1CCCC2	·	88	99	101	108	105	97	84
O=C1NC(=O)C(c2coc3ccc(F)cc23)=C1c1c[nH]c2ccccc12	91	94	97	·	·	82	74	·
O=Cc1ncc(-c2cc(C(F)(F)F)cc(C(F)(F)F)c2)c(NC2CCCCCC2)n1	87	95	91	86	95	101	102	14
COC(=O)[C@@H](CCCCNC(=O)[C@]12CCC(C)(C)C[C@@H]1C1=CC[C@@H]3[C@@]4(C)CCC(=O)C(C)(C)[C@@H]4CC[C@@]3(C)[C@]1(C)CC2)NC(=O)[C@]12CCC(C)(C)C[C@@H]1C1=CC[C@@H]3[C@@]4(C)CCC(=O)C(C)(C)[C@@H]4CC[C@@]3(C)[C@]1(C)CC2	113	114	104	115	117	99	114	110
CSc1nc(N)c2c(n1)NC(c1ccc(Cl)cc1)C1CCc3ccccc3C1=N2 (configuration not stated)	90	98	104	92	114	104	95	74
COc1ccc([N+](=O)[O-])c(C=O)c1	97	108	96	85	80	107	104	89
COc1ccc(-c2nn(-c3ccccc3)cc2-c2c3c(nn2-c2ccc(Br)cc2)CC(C)(C)CC3=O)cc1	87	107	75	73	84	94	89	89
O=c1oc2cc(OS(=O)(=O)c3ccccc3)ccc2c2c1CCCCC2	37	44	23	31	37	65	68	7.0*
COc1cccc2c1O/C(=C\c1ncc([N+](=O)[O-])n1C)C2=O	8.2*	19	-8.7*	-1.1*	0.4*	-62*	-20*	6.4*
CCn1cc(C(=O)NN2C(=O)CCC2=O)c(=O)c2ccc(C)nc21	96	98	103	100	100	110	106	106
O=C1C2=C(CCN(Cc3ccccc3)C2)N2CCN=C2N1Cc1ccc(F)cc1F	57	5.5*	19	74	33	32	20	55
CCOC(=O)C1CC(CCl)OC1=O (configuration not stated)	113	117	109	106	91	106	104	98
N=C1C(c2nc(-c3ccc(F)cc3)cs2)=C(O)CN1c1ccc2c(c1)OCO2	·	·	82	107	93	121	93	99
Cc1ccc(/C=C2\SC(=O)N(Cc3cc4ccccc4nc3Cl)C2=O)c(C)c1	103	91	101	128	115	103	97	107
CC(=O)c1cc(N)cc([N+](=O)[O-])c1	101	101	·	84	100	106	102	94
COc1cc(CCn2nnc3c(NCCN4CCOCC4)ncnc32)cc(OC)c1	97	95	105	96	114	103	98	92
COc1cc(-c2csc(NC(=O)Nc3ccc(Cl)cc3)n2)cc(OC)c1OC	6.3*	14	8.3*	-17*	9.2*	18	45	34
CCCCCCCn1cc2c(N[C@H](C)c3ccccc3)ncnc2n1	100	119	100	102	106	103	98	100
N#Cc1ccc(C(=O)CSc2nc3c(c(Nc4ccc(S(N)(=O)=O)cc4)n2)CCCC3)cc1	94	82	91	98	88	93	92	90
NS(=O)(=O)c1ccc(NC(=O)Nc2nnc(-c3ccccc3)s2)cc1	105	89	111	118	95	105	94	115
CN(C)C=Nc1ccccc1	109	94	107	95	100	119	120	108
CC(=O)Cc1nsc(NC(=O)c2ccoc2COc2ccccc2)n1	93	124	89	106	91	107	95	104
Cc1cc(=O)oc2cc(OC(=O)CN3CCOCC3)ccc12	104	103	101	99	88	99	100	·
Cc1ccc(OCC(=O)O)cc1	98	117	112	115	69	114	108	115
COc1ccc2c(c1)C(C)Cc1c(Cl)nc(-c3ccccc3)nc1N2C (configuration not stated)	96	101	86	97	95	95	85	87
N#Cc1ccc2[nH]c3c(c2c1)CCCC3	88	116	92	91	85	93	97	91

Reprinted from the part before: two entries, then new ones.
canonical_smiles	CCRF-CEM	MDA-MB-468	RPMI-8226	MOLT-4	K-562	MDA-MB-435	MDA-MB-231	SR
COc1ccc2c(c1)C(C)Cc1c(Cl)nc(-c3ccccc3)nc1N2C (configuration not stated)	96	101	86	97	95	95	85	87
N#Cc1ccc2[nH]c3c(c2c1)CCCC3	88	116	92	91	85	93	97	91
Cc1ccc(NC(=O)CN2CCN(c3cc(=O)[nH]c4ccc(F)cc34)CC2)cc1	91	73	95	·	·	96	80	·
O=C(Cn1c2ccccc2c2ccncc21)N/N=C\c1ccc2ccccc2c1	50	20	-1.7*	42	·	25	5.4*	34
CN(CCn1ccnc1[N+](=O)[O-])c1ccc(/C=C/C(=O)c2ccccc2O)cc1	78	50	74	69	60	73	88	·
CC(C)(O)c1cncc(-c2ccc3ncnc(NCc4ccccc4)c3c2)c1	·	65	85	99	103	92	73	92
C=CCn1c(SC/C(=N\O)c2ccc(C)cc2)nnc1-c1c[nH]c2ccccc12	97	73	91	80	87	102	96	84
Oc1ccc(Cl)cc1Cc1cc(Cl)ccc1O	23	19	-1.2*	41	21	37	23	81
CCOC(=O)c1ccc(Nc2nc(NN)nc(-c3ccc(OC)cc3)c2C#N)cc1	-5.3*	119	92	36	1.7*	63	85	97
O=C(Nc1cc(Cl)ccc1Cl)Nc1ccc(Cl)cc1C(=O)c1ccccc1	28	60	42	15	39	51	·	·
CCOC(=O)C(Nc1ccccc1)c1ccc(N(CC)CC)cc1 (configuration not stated)	90	101	96	89	89	108	109	96
CCCCCCCCCCCCCCCCCCN=Cc1ccccc1O	86	102	111	85	80	100	89	70
COc1cc(/C=N\N=C\c2cc(OC)c(OC)c(OC)c2)cc(OC)c1OC	96	108	97	94	99	101	98	89
O=Nc1ccc(O)cc1O	103	112	105	58	80	115	116	·
CN1CCN(CC(=O)Nc2ccc3ncnc(Nc4ccc(Oc5cccc(C(F)(F)F)c5)c(Cl)c4)c3c2)CC1	6.9*	-61*	-13*	-7.2*	-27*	-86*	-58*	-6.3*
